MrgX1 antag = antagonists of human MrgX1 receptor, primary screen, HEK293 cells, Fluo-4 calcium flux. BAM8-22 antagonism; stronger effect = lower value. B-score at 10 µM. AID 588676, 2011. actives 1.3% (n = 310,000). Mas-related G-protein coupled receptor member X1 (Homo sapiens), Q96LB2;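 active means calcium-response B-score plate-corrected more than 3 library SD below zero, starting fluorescence within 5 deviations, no agonist response on first addition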;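 further: peak minus trough fluorescence over baseline after final BAM8-22 challenge near maximal dose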
TRPC6 activator = mouse TRPC6 channel activators, primary screen, cell-based, HEK293, membrane potential dye; AID 2550, 2010; actives 0.13% (n = 310,000); B-score at 10 µM; HEK293-TRPC6 membrane potential dye fluorescence; stronger effect = higher value; Short transient receptor potential channel 6 (Mus musculus), Q61143;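 active means B-score of the integrated fluorescence ratio above library mean plus 3 SD, and starting fluorescence ratio within library mean plus 5 SD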;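 further: higher score means more depolarization so channel activation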
MrgX1 allo act = positive allosteric modulators of MrgX1, primary screen, HEK293 cells, Fluo-4 calcium flux; Mas-related G-protein coupled receptor member X1 (Homo sapiens), Q96LB2; FDSS; stronger effect = higher value; B-score at 10 µM; actives 0.63% (n = 310,000); AID 588675, 2011;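 active means plate-corrected calcium response at least 3 library SD above typical, normal starting fluorescence, not activating the receptor alone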;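 further: compound read alongside a low EC10 to EC30 dose of BAM8-22 agonist; peak minus trough fluorescence over baseline measured at the second addition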
TRPC6 inhibitor = mouse TRPC6 channel inhibitors, primary screen, cell-based, HEK293, membrane potential dye | ACh-evoked depolarization; stronger effect = lower value | B-score at 10 µM | actives 1.1% (n = 310,000) | Short transient receptor potential channel 6 (Mus musculus), Q61143 | AID 2553, 2010;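 active means B-score under library mean minus 3 SD, initial fluorescence not abnormally high, positive integrated signal ratio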;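 further: B-score derived from integrated fluorescence ratio over the kinetic read; more negative B-score means stronger inhibition of depolarization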
PolyA inhibitor = polyadenylation inhibitors in yeast reporter cells, primary screen, luminescence, S. cerevisiae. S. cerevisiae SKY197-pL101 polyadenylation reporter, beta-gal luminescence; efflux-impaired pdr1/pdr3 knockout yeast; score 100 = 6 SD above DMSO. calls only at 12 µM. actives 0.02% (n = 300,000);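 active means lowest replicate activity score at least 50, where 100 means six control SD above control mean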;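 further: yeast exposed to compound for 9 h at 30 °C; higher score means more reporter readthrough which indicates perturbed polyadenylation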
HIF activator = HIF pathway transcriptional activators, primary screen, cell-based, U2OS HRE-luciferase, luminescence; U2OS HRE-luciferase reporter; normalized: DMSO 0%, desferrioxamine 100%; activation, % at 7.5 µM (by protocol); actives 0.32% (n = 300,000);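 active means mean activation of at least 10% of the iron chelator positive control signal, with at least half of replicates also reaching 10%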
MrgX1 agonist = agonists of human MrgX1 receptor, primary screen, HEK293 cells, Fluo-4 calcium flux; actives 0.44% (n = 310,000); AID 588627, 2011; Mas-related G-protein coupled receptor member X1 (Homo sapiens), Q96LB2; B-score at 10 µM; Fluo-4 calcium fluorescence, agonist mode; stronger effect = higher value;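 active means calcium response B-score plate-corrected fluorescence ratio at least 3 library SD, with starting fluorescence B-score inside 5 SD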
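Test system: HEK293 cells stably expressing human MrgX1 receptor; Input: fifteen thousand cells per well; Dosing: compound delivered in addition one of three; Schedule: overnight seeding, then 1 h dark dye loading; Technique: Fluo-4 NW calcium fluorescence; Measure: B-scored fluorescence response ratio; Controls: positive and negative controls per plate.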
TRPC4 potent = positive allosteric modulators of TRPC4, primary screen, cell-based, mouse TRPC4beta, HEK293 mu-opioid, Fluo-4 calcium. actives 0.42% (n = 310,000). DAMGO EC20, Fluo-4 Ca2+ flux; stronger effect = higher value. B-score at 10 µM. AID 2227, 2009;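 active means B-score of calcium response area above 5 SD of library B-scores, with initial fluorescence ratio within 5 SD of library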;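 further: B-score of integrated fluorescence ratio over time as area under calcium response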
Target sequence (Q9QUQ5 whole entry, looked up): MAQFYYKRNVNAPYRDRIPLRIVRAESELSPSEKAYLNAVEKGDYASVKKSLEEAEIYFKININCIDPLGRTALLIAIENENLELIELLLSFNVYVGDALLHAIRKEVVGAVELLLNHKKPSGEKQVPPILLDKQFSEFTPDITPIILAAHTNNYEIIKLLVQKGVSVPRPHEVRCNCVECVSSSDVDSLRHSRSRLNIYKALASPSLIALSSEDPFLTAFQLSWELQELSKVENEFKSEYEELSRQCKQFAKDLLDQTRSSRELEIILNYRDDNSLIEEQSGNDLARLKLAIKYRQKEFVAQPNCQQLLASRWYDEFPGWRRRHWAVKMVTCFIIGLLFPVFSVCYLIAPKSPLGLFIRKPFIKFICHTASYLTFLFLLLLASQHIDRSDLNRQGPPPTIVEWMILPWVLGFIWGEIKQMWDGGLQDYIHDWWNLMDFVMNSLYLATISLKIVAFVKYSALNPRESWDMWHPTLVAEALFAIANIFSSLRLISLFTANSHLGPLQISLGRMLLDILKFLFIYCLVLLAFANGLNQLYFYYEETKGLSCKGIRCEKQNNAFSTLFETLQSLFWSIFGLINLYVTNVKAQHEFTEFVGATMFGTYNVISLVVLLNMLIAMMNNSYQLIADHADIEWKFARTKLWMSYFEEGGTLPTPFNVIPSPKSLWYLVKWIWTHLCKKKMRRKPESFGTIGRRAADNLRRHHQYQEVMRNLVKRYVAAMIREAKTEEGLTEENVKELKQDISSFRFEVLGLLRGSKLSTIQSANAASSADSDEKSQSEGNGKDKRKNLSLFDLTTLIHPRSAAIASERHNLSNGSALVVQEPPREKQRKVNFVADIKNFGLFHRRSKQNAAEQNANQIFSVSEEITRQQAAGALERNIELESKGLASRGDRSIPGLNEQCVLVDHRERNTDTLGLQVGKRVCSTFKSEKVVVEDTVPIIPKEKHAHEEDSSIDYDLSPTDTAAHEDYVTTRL
TRPC4 inh = inhibitors of mouse TRPC4 channel, primary screen, Fluo4 calcium, HEK293 TRPC4beta/mu-opioid cells. B-score at 10 µM. actives 0.39% (n = 300,000). AID 2247, 2010. Short transient receptor potential channel 4 (Mus musculus), Q9QUQ5. DAMGO-evoked Fluo4 calcium flux; stronger effect = lower value;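 active means B-score over 3 SD under the library average, no early fluorescence shift, positive overall ratio signal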
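Material: HEK293 cells with stable TRPC4beta plus mu-opioid receptor expression / Probe or stimulus: DAMGO in two steps, submaximal then maximal / Compound: single concentration per test compound / Technique: kinetic Fluo4 fluorescence imaging of calcium influx / Read-out: per-well B score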
AI-2 QS modul = Vibrio harveyi AI-2 quorum sensing modulators, primary screen, JMH597 strain, luminescence/OD600 ratio; Vibrio harveyi JMH597 AI-2 luminescence/OD600 ratio, 9 h; stronger effect = lower value; strain lacks LuxN and CqsS sensors; 0 = neutral-control median; activity change, % at 7.5 µM; actives 0.4% (n = 300,000); AID 2094, 2009; in the data active means activity change below about -75%, passing the limit was not always enough;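 further: luminescence divided by OD600 gain over 9 h not by final OD600 alone; inactives centre near 13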
TRPC4 agonist = activators of mouse TRPC4 channel, primary screen, Fluo4 calcium, HEK293 TRPC4beta/mu-opioid cells; Short transient receptor potential channel 4 (Mus musculus), Q9QUQ5; Fluo4 calcium fluorescence; stronger effect = higher value; B-score at 10 µM; actives 0.49% (n = 310,000); AID 2237, 2010;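 active means B-score above 5 SD of library B-scores, and initial fluorescence ratio not above library mean plus 5 SD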;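 further: positive B-score marks a calcium rise read as TRPC4 activation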
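Material: TRPC4beta and mu-opioid receptor HEK293 stable cells | Incubation: 45 min room-temperature Fluo4 loading, 110 s read | Detection: Kinetic Fluo4 calcium fluorescence | Measure: Integrated baseline-normalised fluorescence ratio, converted to per-well B score | Benchmarks: Low control buffer alone, high control maximal DAMGO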
Numbers without * were called inactive; i = inactive; x = not tested or not shown.

SMILES	MrgX1 antag	TRPC6 activator	MrgX1 allo act	TRPC6 inhibitor	PolyA inhibitor	HIF activator	MrgX1 agonist	TRPC4 potent	TRPC4 inh	AI-2 QS modul	TRPC4 agonist
CC(Oc1ccc(-c2ccccc2)c(F)c1)c1ccn(S(=O)(=O)c2ccc(F)cc2)n1 (configuration not stated)	i	i	i	i	i	0.5	i	i	i	26.7	i
C=C(C)COc1ccc2c(CC)cc(=O)oc2c1	i	i	i	i	i	0.3	i	i	i	4.8	i
Cc1onc(-c2c(F)cccc2Cl)c1C(=O)OCC(=O)NC(=O)NCC(C)C	i	i	i	i	i	0.2	i	i	i	18.0	i
COc1ccc(NC(=O)COc2ccc3c(C)cc(=O)oc3c2)cc1S(=O)(=O)N1CCCCC1	i	i	i	i	i	0.2	i	i	i	23.3	i
CCN1C(=O)/C(=c2\sc3nc(=O)c(Cc4ccccc4)nn3c2=O)c2ccccc21	i	i	i	i	i	-0.2	i	i	i	1.9	i
COc1ccc(NC(=O)COC(=O)c2ccc([N+](=O)[O-])o2)cc1Cl	i	i	i	i	x	-0.2	i	i	i	-89.1*	i
CC(C)CN1C(=O)c2ccc(C(=O)Nc3c[nH]c(=O)[nH]c3=O)cc2C1=O	i	i	i	i	i	-0.4	i	i	i	20.4	i
O=C(Nc1cc(Cl)ccc1Oc1ccccc1)c1ccccc1F	i	i	i	i	i	-0.2	i	i	i	29.8	i
O=C(O)COCC(=O)Nc1ccccc1-c1ccccc1	i	i	i	i	i	0.1	i	i	i	21.4	i
CCOc1cc(CNCCc2ccccc2)ccc1OCC(=O)NC(C)(C)C	i	i	i	i	i	-0.9	i	i	i	27.8	i
O=S(=O)(NCc1ccccn1)c1ccccn1	i	i	i	i	i	0.4	i	i	i	3.5	i
CCN(c1ccc(Cl)cc1)S(=O)(=O)c1nnc(NC(=O)C(C)C)s1	i	i	i	i	i	0.0	i	i	i	0.7	i
COc1ccc(NC(=O)COc2cccc3c2CCN(Cc2cccnc2)C3=O)cc1	i	i	i	i	i	-0.1	i	i	i	12.5	i
O=C(O)/C(=C/c1ccco1)NC(=O)c1ccc(Br)o1	i	i	i	i	i	-1.4	i	i	i	10.5	i
Cc1nnc(SCC(=O)Nc2ccc(Cl)cn2)[nH]c1=O	i	i	i	i	i	0.0	i	i	i	29.1	i
CN1CCN(CCNC(=O)c2cn(Cc3ccccc3F)nn2)CC1	i	i	i	i	i	-0.1	i	i	i	4.9	i
Cc1cccc(C(=O)NC2CCN(C(=O)Nc3ccccc3C)CC2)c1	i	i	i	i	i	0.0	i	i	i	7.8	i
CCSc1nc(=S)n(CC)c(C)c1C(C)=O	i	i	i	i	i	0.5	i	i	i	-0.8	i
Cc1cc(C)nc(SCc2ccc(C(=O)N/N=C/c3cccnc3)cc2)n1	i	i	i	i	i	-0.6	i	i	i	39.5	i
CCN(CC)c1ccc(/C=N/NC(=O)C2CC2)cc1	i	i	i	i	i	1.4	i	i	i	15.2	i
COc1ccc(C2/C(=C(/O)c3ccc(C)cc3)C(=O)C(=O)N2C)cc1 (configuration not stated)	i	i	i	i	i	-0.2	i	i	i	36.4	i
CCc1noc(C)c1C(=O)OC(C)C(=O)Nc1ccccc1OC (configuration not stated)	i	i	i	i	i	-0.3	i	i	i	19.9	i
CC1CN(C(=O)/C=C/c2cccc([N+](=O)[O-])c2)CC(C)O1 (configuration not stated)	i	i	i	i	i	-0.2	i	i	i	30.7	i
Nc1nc(SCC(=O)Nc2ncc(C(F)(F)F)cc2Cl)n[nH]1	i	i	i	i	i	-0.4	i	i	i	16.7	i
COC(=O)[C@H](C)NC(=O)Nc1ccc(OC)c(OC)c1	i	i	i	i	i	1.2	i	i	i	8.5	i
COCCNC(=O)C(=O)NCCN1CCOCC1	i	i	i	i	i	-0.4	i	i	i	19.8	i
CCCCOc1cc(=O)[nH]c(=O)[nH]1	i	i	i	i	i	-0.3	i	i	i	21.9	i
CCc1nc(SCc2ccccn2)[nH]c(=O)c1C	i	i	i	i	i	-0.1	i	i	i	19.9	i
COCCCNC(=O)C(=O)NC1CCCCCC1	i	i	i	i	i	0.7	i	i	i	6.2	i
COc1cc(CCCN2C(N)=NC[C@@H]2Cc2ccccc2)cc(OC)c1OC	i	i	i	i	i	-0.5	i	i	i	-1.7	i
CCOC(=O)c1cncc(C(=O)O)c1	i	i	i	i	i	-0.1	i	i	i	-1.5	i
O=C(NNC(=O)C1CC(=O)N(Cc2ccccc2)C1)c1ccc(Br)cc1 (configuration not stated)	i	i	i	i	i	-0.5	i	i	i	17.7	i
COc1cccc(/C=C2\SC(=O)N(CCC(=O)NC3CCS(=O)(=O)C3)C2=O)c1 (configuration not stated)	i	i	i	i	i	0.9	i	i	i	3.5	i
CCOn1c(=O)c(-c2ccc(C)cc2)[n+]([O-])c2ccccc21	i	i	i	i	i	0.5	i	i	i	2.0	i
CC(C)(C)c1ccc(-c2nnc(SCC(=O)O)n2N)cc1	i	i	i	i	i	-0.2	i	i	i	21.1	i
CC(=O)Cn1ncc(N(C)Cc2ccccc2)c(Cl)c1=O	i	i	i	i	i	3.9	i	i	i	17.8	i
Cc1[nH]c2ccccc2c1C(=O)C(=O)N1c2ccccc2CC1C (configuration not stated)	i	i	i	i	i	-0.2	i	i	i	-7.6	i
Cn1nnc(NC(=S)NC(=O)/C=C/c2ccco2)n1	i	i	i	i	i	-0.3	i	i	i	42.5	i
CCOC(=O)CCP(=O)(O)C(O)(c1ccccc1)c1ccccc1	i	i	i	i	i	-0.2	i	i	i	1.9	i
CCOC(=O)N1CCN(C(=O)/C=C/c2c(C)nn(-c3ccc(F)cc3)c2Cl)CC1	x	i	x	i	i	0.5	x	i	i	23.1	i
Cc1ccccc1C(=O)OC1OC(=O)C(Cl)=C1Nc1ccc(C(=O)O)cc1 (configuration not stated)	i	i	i	i	i	-1.7	i	i	i	13.2	i
CC(C)n1c(O)c(N=NC(=O)CNC(=O)c2cccnc2)c2ccccc21	i	i	i	i	i	-0.8	i	i	i	14.1	i
CC(C)[C@H](NC(=O)[C@@H]1Cc2ccccc2CN1C(=O)OC(C)(C)C)C(=O)NCC1CCCO1 (some centres not stated)	i	i	i	i	i	0.3	i	i	i	3.4	i
COC(=O)c1sc2nc(CN3CCOCC3)nc(N3CCOCC3)c2c1C	i	i	i	i	i	0.1	i	i	i	17.2	i
Cc1ccccc1NC(=O)C(=Cc1ccc(C(=O)O)cc1)C(=O)Nc1ccccc1C	x	i	x	i	i	-2.5	x	i	i	1.2	i
Cc1cc(NS(=O)(=O)c2ccc(NC(=O)COc3ccc(Br)cc3)cc2)nc(C)n1	i	i	i	i	i	-0.7	i	i	i	12.2	i
C#Cc1ccc(CN2CCN(CCc3ccccc3)C(CCO)C2)cc1 (configuration not stated)	i	i	i	i	i	1.1	i	i	i	3.3	43*
CCCn1c2ccc(F)cc2c2nnc(SCCN3CCOCC3)nc21	i	i	i	i	i	-0.9	i	i	i	6.8	i
COc1ccc(S(=O)(=O)NC(C(=O)NCCc2ccccn2)C(C)C)cc1 (configuration not stated)	i	i	i	i	i	0.3	i	i	i	-0.2	i
CC(=O)c1ccc(OC(=O)c2ccc(Br)o2)cc1	i	i	i	i	i	-0.1	i	i	i	24.9	i
Following part
SMILES	MrgX1 antag	TRPC6 activator	MrgX1 allo act	TRPC6 inhibitor	PolyA inhibitor	HIF activator	MrgX1 agonist	TRPC4 potent	TRPC4 inh	AI-2 QS modul	TRPC4 agonist
CC(C)CC(=O)Nc1nnc(SCC(=O)Nc2ccc3c(c2)OCO3)s1	i	i	i	i	i	-0.5	i	i	i	12.2	i
CC1(C)C(=O)OC(c2cccs2)C2(CCCCC2)C1=O (configuration not stated)	i	i	i	i	i	0.0	i	i	i	19.7	i
O=c1oc2ccccc2c(N2CCCC2)c1[N+](=O)[O-]	i	i	i	i	i	-1.3	i	i	i	26.5	i
Cc1ccc2nc(SCC(=O)NC3CCCC3)nc(=O)n2c1	i	i	i	i	i	-0.1	i	i	i	35.1	i
Cc1cc(NC(=O)c2cc(C3CC3)on2)n(-c2ccccc2)n1	i	i	i	i	x	0.0	i	i	i	-8.1	i
CN(Cc1nccs1)C(=O)c1ccc(OC2CCN(Cc3ccccn3)CC2)cc1	i	i	i	i	i	0.2	i	i	i	30.8	i
CCN1C(=O)CC(NCc2ccc3c(c2)OCO3)C1=O (configuration not stated)	i	i	i	i	i	0.0	i	i	i	19.0	i
CC1CCc2nc3ccc(S(=O)(=O)N4CCC(C(=O)O)CC4)cc3c(C(=O)O)c2C1 (configuration not stated)	i	i	i	i	i	-0.2	i	i	i	1.5	i
Cc1ccc(-c2ccc(CCC(=O)O)n2C(C)C)cc1	i	i	i	i	i	0.1	i	i	i	-22.4	i
Cc1cc(=O)[nH]c(=S)[nH]1	i	i	i	i	i	-0.2	i	i	i	20.5	i
CC(=O)Nc1ccc(NC(=O)CN2CCN(c3cccc(C(F)(F)F)c3)CC2)cc1	i	i	i	i	i	0.2	i	i	i	30.5	i
O=C1/C(=C\c2cccs2)SC(=S)N1C1CCS(=O)(=O)C1 (configuration not stated)	i	i	i	i	i	-1.4	i	i	i	27.6	i
Cc1ccc(NC(=O)COC(=O)Cn2c(C)csc2=O)cc1C	i	i	i	i	i	-0.7	i	i	i	1.0	i
COC(=O)C1=CN(Cc2ccc(OC)c(OC)c2)C=C(C(=O)OC)C1c1ccc(O)cc1	i	i	i	i	i	-1.0	i	i	i	-2.5	i

An excerpt, so the mix of outcomes need not match the whole.
